Screens as filed in PubChem.
HP1b binding inh = inhibitors of HP1-beta chromodomain binding to methylated histone tails; AlphaScreen HP1-beta / biotin-H3K9me3 peptide binding; Potency, µM (series often up to 114 µM), without a hit: at the top dose activity change, negative = inhibition, usual class: inhibitors; 0.56% of 390,000 active; AID 540317; note: nearly all actives have a fitted effect of over 70% in size; inactives centre near 23
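Compound inhibition of the preformed complex between 50 nM HP1-beta and 50 nM biotinylated H3K9me3 peptide was read by AlphaScreen. Buffer was PBS pH 7.4 with 0.01% Tween-20. Incubations ran 30 min at room temperature, with 10 ug/mL donor/acceptor beads.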
GLS inh = blocks human kidney-isoform glutaminase activity; 0.21% of 410,000 active; Potency, µM (doses to about 45.5 µM), for the others: at the top dose activity change, negative = inhibition, actives largely listed as inhibitors; GLS enzymatic activity, qHTS titration; O94925; note: % is set by controls: 0 for no effect and ±100 for the full control effect
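Enzyme dispensed in phosphate buffer (45 mM, pH 8.2, 0.02% Tween-20), compounds pinned in, then 1 mM L-glutamine solution and the glutamate oxidase–HRP–Amplex Red mix added; fluorescence read immediately and again after 30 min at room temperature.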
JMJD2A Tudor inh = inhibitors of human JMJD2A Tudor domain | O75164 | AlphaScreen JMJD2A-Tudor / H3K4me3 peptide binding | Potency, µM (series often up to 114 µM), for inactives: top-dose activity change, negative = inhibition, most hits filed as inhibitors | 4.4% of 390,000 active | AID 504339; note: % is set by controls: 0 for no effect and ±100 for the full control effect; nearly all actives have a fitted effect of over 50% in size
rTrxR1 inhibitor = blocks rat thioredoxin reductase 1; O89049; 1% of 390,000 active; AID 588453; Potency, µM (highest dose often 114 µM), without a hit: top-dose activity change, negative = inhibition, most hits filed as inhibitors; recombinant rTrxR1, NADPH fluorescence consumption, selenite substrate; note: % is set by controls: 0 for no effect and ±100 for the full control effect; nearly all actives have a fitted effect of over 65% in size
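Rat TrxR1 (90 nM in the dispensed reagent) was pre-reduced with 400 uM NADPH for 5 min at room temperature, then incubated with compound for 15 min. After 400 uM selenite was added, NADPH fluorescence (Ex 340/Em 450 nm) was followed for 8 min.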
RGS4 inhibitor = inhibitors of human regulator of G protein signaling 4; Transcreener GDP fluorescence polarization, RGS4-accelerated GTP hydrolysis; P49798; AID 504845; 0.039% of 390,000 active; Potency, µM (series often up to 114 µM), inactives show top-dose activity change, negative = inhibition, usual class: inhibitors; note: % is set by controls: 0 for no effect and ±100 for the full control effect; nearly all actives have a fitted effect of over 75% in size; some results filed as inactive show a strong effect at the top dose
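MLSMR compounds (23 nl, pin-transferred) preincubated 10 min at room temperature with a 500nM (2x) first reagent, then RGS4 at 900nM (2x) plus Transcreener GDP mix added; fluorescence polarization (620/688 nm) read before and after 90 min at 30 °C.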
Pin1 inh = human Pin1 inhibition. Q13526. Pin1 FP peptide displacement, HiFluor488, 10 min. Potency, µM (series often up to 115 µM), without a hit: top-dose activity, negative = inhibition, most hits filed as inhibitors. 0.009% of 390,000 active. AID 504891; active = well fitted inhibition curve with a large enough effect in the polarisation, with a control signal flat, not every such curve was filed as active; inconclusive = small, poorly fitted or top-dose-only effect, or effect the other way, or a change in a side signal; inactive = no such curve, though single readings can be large or run the other way; the % refers to the polarisation; note: % is set by controls: 0 for no effect and ±100 for the full control effect
ERG Ets-DNA blk = blocks human ERG Ets domain binding to DNA | P11308 | fluorescence polarization, His-ERG Ets domain / labelled DNA | Potency, µM (titrated, usually from 76.9 µM), inactives show at the top dose FP activity, negative = inhibition, actives largely listed as inhibitors | 0.028% of 370,000 active | AID 624246; active = well fitted inhibition curve with a large enough effect in the polarisation, with a control signal flat; inconclusive = small, poorly fitted or top-dose-only effect, or effect the other way, or a change in a side signal; inactive = no such curve, though single readings can be large or run the other way; the % refers to the polarisation;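 note: polarization taken with two DNA probes labelled with fluorescein and Texas red; % of control where 0% means no effect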
Target sequence (P11308 whole entry, looked up, the tested form may be a part): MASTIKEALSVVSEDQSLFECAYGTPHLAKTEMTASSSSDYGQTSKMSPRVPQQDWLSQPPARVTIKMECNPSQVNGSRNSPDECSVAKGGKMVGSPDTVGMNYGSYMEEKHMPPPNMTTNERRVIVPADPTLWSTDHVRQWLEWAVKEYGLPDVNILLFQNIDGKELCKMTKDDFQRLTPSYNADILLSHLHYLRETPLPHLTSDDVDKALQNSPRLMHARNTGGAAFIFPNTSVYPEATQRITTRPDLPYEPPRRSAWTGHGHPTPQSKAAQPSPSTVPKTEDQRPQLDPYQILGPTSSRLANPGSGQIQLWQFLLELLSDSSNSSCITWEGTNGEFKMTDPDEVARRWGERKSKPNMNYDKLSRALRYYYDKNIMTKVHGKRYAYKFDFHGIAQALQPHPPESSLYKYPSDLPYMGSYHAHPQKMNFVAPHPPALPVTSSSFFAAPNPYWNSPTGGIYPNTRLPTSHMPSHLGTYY
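His-tagged ERG Ets domain (1 uM in the protein solution; 300mM KCl, 50mM Tris-HCl, 1mM EDTA, 1mM DTT, pH 7.5) received compound, then a probe mix of 5 nM fluorescein-DNA and 100nM Texas-615-DNA. Fluorescence polarization was read for both dyes.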
Tb PGK inh = inhibitors of T. brucei phosphoglycerate kinase; 0.043% of 380,000 active; Potency, µM (series often up to 57.5 µM), for the others: at the highest dose activity change, negative = inhibition, most hits filed as inhibitors; PGK/GAPDH coupled, Kinase-Glo luminescence, 60 min; note: % is set by controls: 0 for no effect and ±100 for the full control effect; nearly all actives have a fitted effect of over 60% in size
Target sequence (P07378 whole entry, looked up): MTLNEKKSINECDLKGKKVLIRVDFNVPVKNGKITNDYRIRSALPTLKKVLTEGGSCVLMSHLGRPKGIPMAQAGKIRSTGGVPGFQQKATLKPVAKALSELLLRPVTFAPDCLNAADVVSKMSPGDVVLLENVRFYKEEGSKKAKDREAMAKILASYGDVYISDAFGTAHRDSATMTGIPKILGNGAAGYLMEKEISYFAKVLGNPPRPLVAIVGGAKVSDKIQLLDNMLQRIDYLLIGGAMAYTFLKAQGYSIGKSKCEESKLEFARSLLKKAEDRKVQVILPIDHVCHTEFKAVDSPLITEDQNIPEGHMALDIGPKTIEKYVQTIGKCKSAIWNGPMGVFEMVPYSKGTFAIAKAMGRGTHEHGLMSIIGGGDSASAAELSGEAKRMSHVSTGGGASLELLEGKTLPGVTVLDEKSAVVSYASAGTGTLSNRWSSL
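Recombinant glycosomal PGK reaction used 1,3-bisphosphoglycerate generated in-well by GAPDH (100nM final) in 100mM TEA pH 7.6, 5mM MgCl2, 0.01% Tween-20. After 60 minutes at room temperature, ATP was read by Kinase-Glo Plus luminescence end-point.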
ALOX12 inh = inhibitors of human 12S-lipoxygenase ALOX12; 1.1% of 580,000 active; purified 12hLO, xylenol orange hydroperoxide absorbance; AID 1671190; Potency, µM (series often up to 108 µM), for the others: at the top dose activity change, negative = inhibition, usual class: inhibitors; P18054; note: % is set by controls: 0 for no effect and ±100 for the full control effect
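Purified human 12hLO at 150 nM in 25 mM Hepes, 0.01% Triton X-100, pH 7.0, preincubated 15 min at room temperature with compound. Reaction started with 40 uM arachidonic acid, 30 min at room temperature. Hydroperoxide measured by Fe-xylenol orange, 573/405 nm absorbance ratio.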
An asterisk follows results filed as active; i = inactive; ? = inconclusive; / = no result given; & = joins results of further samples; ! = not active in a repeat; [ ] = dose if it differs, or a comment. Unless noted, calls come from the whole dose curve; as a rule, active = well fitted curve in the direction sought with a large enough effect; inconclusive = small, poorly fitted or top-dose-only effect, or another doubt; inactive = no such curve, though single readings can be large; an effect the other way counts as inactive or inconclusive. Potency is the fitted concentration of half-maximal effect. Not all compounds are listed; the hit share may differ from the screen's.

RGS4 inhibitor	Pin1 inh	Tb PGK inh	HP1b binding inh	GLS inh	rTrxR1 inhibitor	ALOX12 inh	JMJD2A Tudor inh	ERG Ets-DNA blk	canonical_smiles
0%	0%	0%	17%	13%	12%	-27%	-6%	1%	O=C(Nc1ccccc1)/C(=C/c1ccc(O)cc1)NC(=O)c1ccco1
-16%	6%	-2%	94%[activator]	-8%	7%	-16%	105%[activator]	/	Cc1ccc(C(=O)CSc2nc3ccccc3o2)cc1
-23%	41%[activator]	1%	75%[activator]	6%	-14%	30%	?	6%	Cc1ccc(N2C(=O)CC(Sc3nc4ccccc4o3)C2=O)cc1Cl (stereo unspecified)
32%	6%	-2%	50%[activator]	5%	13%	?	-8%	-1%	COc1cc2nc(Cl)nc(NCCO)c2cc1OC
-15%	0%	-6%	45%[activator]	0%	?	9%	-3%	?	CCN(CC)C(=O)Cn1cc(C(=O)C(=O)NCCCN2CCOCC2)c2ccccc21
10%	7%	-1%	-2%	4%	15%[57.1 µM]	121%[activator]	-15%	3%	O=C(Nc1ccc(-c2cn3c(n2)SCC3)cc1)c1ccco1
-9%	?	-2%	27%	0%	9%	/	-28%	11%	CN(C)c1c2ccccc2nc2c(F)c(F)c(F)c(F)c12
-19%	-2%	8%	3%	23%	0%[57.1 µM]	236%[activator]	-30%	5%	O=C(CN1CCOc2ccccc21)NC1CCCCCCC1
-15%	2%	-5%	-3%	-4%	1%	-7%	-33%	-8%	CN(CC(=O)Nc1ccc(F)c(Cl)c1)S(=O)(=O)c1cccc2nsnc12
-2%	1%	2%	17%	-4%	11%[57.1 µM]	?	-20%	-1%	Cc1ccc2nc(N(CCCN(C)C)C(=O)CCc3ccccc3)sc2c1
23%	1%	i	18%	5%	21%[57.1 µM]	-26%	-9%	2%	COCCNC(=O)CSc1nc2cc3c(cc2c(=O)n1Cc1ccc(C(=O)NCCc2ccc(OC)c(OC)c2)cc1)OCO3
33%	-9%	-7%	9%	3%	7%	3%	-1%	-16%	CCOc1ccc(-n2c(SCC(=O)Nc3ccccc3C)n[nH]c2=O)cc1
17%	-1%	-6%	10%	0%	5%[57.1 µM]	-7%	-2%	-3%	Cc1ccc(S(=O)(=O)N(C)CC(=O)OCC(=O)c2c(N)n(C)c(=O)n(C)c2=O)cc1
5%	-1%	7%	7%	4%	-22%	-21%	-18%	-4%	CC1=C(C(=O)OC2CCCCCC2)C(c2c(F)cccc2Cl)CC(=O)N1 (stereo unspecified)
-9%	?	/	1%	?	-4%	?	-26%	/	CCOC(=O)C1=C(C)NC(=S)N(C(C)=O)C1c1ccc(Cl)cc1 (stereo unspecified)
?	-5%	1%	-10%	-4%	18%[57.1 µM]	0%	?	5%	Cc1cc(NC(=O)c2ccc([N+](=O)[O-])cc2)no1
4%[56.9 µM]	8%	0%	27%	-4%	-9%[57.1 µM]	/	56µM*	-15%	CCn1cc(C(=O)O)c(=O)c2cnc(N3CCN(C(=S)NC(=O)c4ccc(Br)cc4)CC3)nc21
?	?	0%	-10%	17%	-5%	?	25µM*	-6%	COc1ccccc1NC(=O)CCC(=O)c1ccc(-c2ccccc2)cc1
-34%[56.9 µM]	34%[activator]	-1%	-15%	37%[activator]	13%	?	25µM*	-2%	Clc1cccc(-c2ccc(C=Nc3ccc(N4CCOCC4)cc3)o2)c1Cl
3%	-1%	-5%	27%	-11%	-2%[57.1 µM]	-3%&-10%	-26%	0%	CCOc1ccc(CNC(=O)c2cccn2-c2nnc(N3CCCCC3)s2)cc1OC
-32%[56.9 µM]	25%&37%	-14%&9%	13%&12%	5%&6%	18%[57.1 µM]	25%&-16%	35µM*!	0%&-7%	CCN(c1ccc(OC)cc1)S(=O)(=O)c1nnc(NC(=O)COc2ccc(F)cc2)s1
-28%	0%	i	28%	-1%	?	-1%[57.4 µM]	-4%	14%	COc1ccc(-n2c(=O)cc(N3CCN(Cc4ccccc4)CC3)[nH]c2=O)cc1
18%	4%	-1%	39%	3%	6%	18%	-10%	-20%	COc1ccc(CCC(=O)OCC(=O)Nc2sccc2C(N)=O)cc1OC
-19%	-6%	-7%	30%	-2%	8%	7%	2%	-11%[15.4 µM]	CC(=NNC(=O)c1cccc(S(=O)(=O)N2CCCC2)c1)c1ccccc1
9%	-1%	-8%	69%[activator]	12%	-3%	-4%	3%	12%	CCOC(=O)/C(C#N)=C\c1c(C)cc(C)c(COC(C)=O)c1C
-24%	13%	-9%	29%	0%	-11%	-3%	-8%	1%	CCc1ccc(CNC(=O)c2ccc(NC(=O)N3CC(C)Sc4ccccc43)cc2)cc1 (stereo unspecified)
5%	5%	i	29%	0%	7%[57.1 µM]	-26%	-3%	-8%	Cc1c(C(=O)Nc2ccc(F)cc2)c2ccccn2c1CCc1ccncc1
-28%	21%	i	38%	-1%	34%	0%	-9%	7%	c1csc(-c2nc(-c3ccc(-c4ccon4)s3)no2)c1
-17%	0%	-2%	41%[activator]	2%	10%	-23%	-2%	12%	Cc1ccc(CNC(=O)c2cc3cc(Br)ccc3oc2=N)cc1
-23%	26%	0%	22%	3%	4%	-18%	-22%	6%	Cc1cc(Nc2ccccc2F)n2nc(Cc3ccc(Cl)cc3)nc2n1
-3%	7%	1%	39%[activator]	3%	8%	-14%	-13%	-3%	Cc1ccccc1CC1(CO)CCCN(C(=O)c2cccc(Cl)c2)C1 (stereo unspecified)
-14%	0%	-9%	-2%	0%	5%	-2%	-16%	4%	COc1ccc(CC(=O)OCC(=O)Nc2cccc(C(C)=O)c2)cc1OC
41%	-1%	-9%	23%	-1%	39%[activator]	-21%	-20%	6%	COc1ccc(Cl)cc1NC(=O)NCCn1c(=O)oc2ccc(C)cc21
-3%	0%	i	30%	-7%	?	-17%	0%	5%	Cc1ccc(-c2cn3cccnc3n2)cc1NC(=O)c1cccs1
0%	-7%	-8%	-24%	38%[activator]	9%[57.1 µM]	66%[activator]	79µM*	-6%	COc1cc(OC)c(C(=O)Nc2ccc(N(C)C)cc2)cc1OC
12%	-1%	-4%	2%	-8%	-3%[57.1 µM]	-7%	-18%	-1%	CCOc1ccccc1N1CN(Cc2ccccc2)CNC1=S
10%	-4%	0%	-1%	12%	2%	0%	?	-10%	Nc1n[nH]c(N)c1N=Nc1cccc(C(F)(F)F)c1
-15%	0%	-1%	16%	-29%	4%	-21%	-23%	6%	Cc1cc(Cl)ccc1NC(=O)CN(C)C1=NS(=O)(=O)c2ccccc21
-16%	2%	5%	32%	-1%	8%[57.1 µM]	-7%	7%	-5%	CC1CCN(C(=O)C(C)c2ccc([N+](=O)[O-])cc2)CC1 (stereo unspecified)
?	-11%	-10%	20%	9%	18%[57.1 µM]	0%	-12%	11%	O=C(CN1CCC(NC(=O)c2ccco2)CC1)Nc1cccc2ccccc12
-29%	5%	i	13%	7%	-1%[11.4 µM]	?	-22%	-11%	Cc1ccc(S(=O)(=O)N2CC=C(N)N2)cc1
-7%	-6%	i	51%	-12%	18%	43%[activator]	8%	-3%	O=C(Nc1ccccc1-c1nnn(CC(=O)N2CCCc3ccccc32)n1)c1ccc(Cl)cc1
-13%	17%	-8%	14%	0%	34%	-14%	-18%	-4%	COc1cc(C)cc2oc(=O)c(CC(=O)NCc3cccc(Cl)c3)c(C)c12
-17%	-2%	-2%	17%	-4%	17%	-2%	-8%	-4%	O=C(CCn1c(=O)oc2ccccc21)NCCCN1CCOCC1
-12%	2%	-1%	19%	-3%	1%	-16%	-19%	5%	COc1ccc(OC)c(NC(=O)c2c(C)oc3ncnc(N4CCOCC4)c23)c1
2%	-2%	-9%	4%	2%	7%	0%	-13%	-3%	O=C(O)c1ccccc1C(=O)NCCc1c(C(=O)O)[nH]c2ccc(F)cc12
-32%	2%	-13%	19%	-6%	?	?	-19%	-8%	CC(COc1cccc2ccccc12)CN1CCN(C)CC1 (stereo unspecified)
19%	1%	i	12%	-6%	-4%[57.1 µM]	17%	-8%	0%	Cc1ccc(S(=O)(=O)CCSc2n[nH]c(=O)n2-c2ccccc2)cc1
3%	-4%	i	33%	4%	-3%	0%	-8%	2%	COc1ccc(NC(=S)N2CCC(C(=O)c3ccc(Cl)cc3)CC2)cc1
-8%	1%	-4%	-8%	6%	-12%[57.1 µM]	-10%	-29%	-1%	CCOC(=O)c1ccc(NC(=S)N(CCCN2CCCCC2)Cc2ccco2)cc1

Reprinted at random: 2 compounds from above, in no set order.
RGS4 inhibitor	Pin1 inh	Tb PGK inh	HP1b binding inh	GLS inh	rTrxR1 inhibitor	ALOX12 inh	JMJD2A Tudor inh	ERG Ets-DNA blk	canonical_smiles
5%	-1%	7%	7%	4%	-22%	-21%	-18%	-4%	CC1=C(C(=O)OC2CCCCCC2)C(c2c(F)cccc2Cl)CC(=O)N1 (stereo unspecified)
-16%	2%	5%	32%	-1%	8%[57.1 µM]	-7%	7%	-5%	CC1CCN(C(=O)C(C)c2ccc([N+](=O)[O-])cc2)CC1 (stereo unspecified)
